Source: PubChem
S1P4 agonist: agonists of human S1P4 receptor; O95977; S1P4-expressing cell line, agonist reporter assay; activation, % at 4.98 µM; actives 0.35% (n = 220,000); in the data active means activation above about 11%;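 further: 0% = DMSO vehicle and 100% = reference agonist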
EP2 modulator: modulators of human EP2 prostaglandin E2 receptor | P43116 | EP2-expressing cells, cAMP HTRF FRET, PGE2 co-stimulation | induction, % at 25 µM | actives 0.83% (n = 260,000);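 active means compounds whose cAMP rise, as percent of the full-agonist control response, exceeds 60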;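 further: rat C6 glioma line stably carrying human EP2 under a CMV promoter; the protocol text gives 20 µM as final concentration; 100% = response of wells given 1 µM PGE2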
p97 inhibitor: human p97 ATPase inhibition; P55072; recombinant p97 ATPase, Kinase-Glo ATP luminescence, 3 h; inhibition, % at 8 µM; actives 0.42% (n = 220,000); in the data active means inhibition above about 15%;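 further: 0% = DMSO vehicle and 100% = wells lacking enzyme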
NPY-Y2 PAM-ag: potentiates or activates human NPY-Y2 receptor; P49146; cells expressing NPY-Y2, potentiator/agonist read-out; activation, % at 3.6 µM; actives 0.45% (n = 220,000); AID 1359; in the data active means activation above about 27%;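 further: cells stimulated with NPY near EC25 plus isoproterenol at EC100; 0% = vehicle plus submaximal agonist and 100% = vehicle plus saturating agonist; some results beyond the cut were filed as inactive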
NPY Y1 blocker: NPY-Y1 (human) receptor antagonism | inhibition, % at 3.6 µM | P25929 | actives 1% (n = 200,000) | HEK293-CNG Y1 cells, membrane potential fluorescence; NPY at EC95, then isoproterenol;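 active means inhibition above the campaign mean inhibition of all tested compounds plus 3 SD, cut at about 20% in these data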;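 further: 0% = DMSO wells given NPY plus isoproterenol and 100% = isoproterenol alone without NPY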
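System: HEK293 cells with Y1 receptor plus CNG channel / Probe or stimulus: NPY 25 nM then isoproterenol 1 µM plus Ro 20-1724 25 µM / Compound: one concentration, 3.6 µM, in 0.4% DMSO / Schedule: compound incubation 1 h at room temperature, readout 45 min post-stimulation / Measured by: membrane potential fluorescence / Read-out: % inhibition of NPY effect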
EP2 antag: inhibitors of human EP2 prostaglandin E2 receptor; actives 0.52% (n = 260,000); inhibition, % at 25 µM; C6 glioma cells expressing human EP2, cAMP TR-FRET; cells stimulated with saturating PGE2; P43116; AID 1422;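 active means percent inhibition above 40 after rounding to a whole number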;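 further: rat C6 glioma host cells with rolipram phosphodiesterase inhibitor present; the protocol text gives 20 µM as final concentration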
S1P4 antagonist: human S1P4 receptor antagonism | inhibition, % at 4.98 µM | S1P4-expressing cells, antagonist mode, reporter read-out | O95977 | AID 1510 | actives 0.26% (n = 220,000); in the data active means inhibition above about 29%;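 further: 0% = wells stimulated with agonist and 100% = vehicle wells without agonist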
eIF4E-4G inh: eIF4E/eIF4G interaction inhibition in translation initiation; TR-FRET eIF4E-eIF4GI(517-606) binding, 2 h; inhibition, % at 21.7 µM; actives 0.37% (n = 220,000); AID 782;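 active means inhibition above about 30%, limit read from the data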;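 further: 0% = full FRET control wells and 100% = background wells lacking eIF4GI fragment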
Target sequence (P63073 whole entry, looked up, the tested form may be a part): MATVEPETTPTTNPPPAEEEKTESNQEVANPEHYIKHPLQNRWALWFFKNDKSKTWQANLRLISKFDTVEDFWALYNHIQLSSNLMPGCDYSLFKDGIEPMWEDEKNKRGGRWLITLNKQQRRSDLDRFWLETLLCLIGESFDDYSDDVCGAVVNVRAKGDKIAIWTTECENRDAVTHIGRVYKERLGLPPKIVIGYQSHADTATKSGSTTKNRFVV
Target sequence (Q04637 whole entry, looked up, the tested form may be a part): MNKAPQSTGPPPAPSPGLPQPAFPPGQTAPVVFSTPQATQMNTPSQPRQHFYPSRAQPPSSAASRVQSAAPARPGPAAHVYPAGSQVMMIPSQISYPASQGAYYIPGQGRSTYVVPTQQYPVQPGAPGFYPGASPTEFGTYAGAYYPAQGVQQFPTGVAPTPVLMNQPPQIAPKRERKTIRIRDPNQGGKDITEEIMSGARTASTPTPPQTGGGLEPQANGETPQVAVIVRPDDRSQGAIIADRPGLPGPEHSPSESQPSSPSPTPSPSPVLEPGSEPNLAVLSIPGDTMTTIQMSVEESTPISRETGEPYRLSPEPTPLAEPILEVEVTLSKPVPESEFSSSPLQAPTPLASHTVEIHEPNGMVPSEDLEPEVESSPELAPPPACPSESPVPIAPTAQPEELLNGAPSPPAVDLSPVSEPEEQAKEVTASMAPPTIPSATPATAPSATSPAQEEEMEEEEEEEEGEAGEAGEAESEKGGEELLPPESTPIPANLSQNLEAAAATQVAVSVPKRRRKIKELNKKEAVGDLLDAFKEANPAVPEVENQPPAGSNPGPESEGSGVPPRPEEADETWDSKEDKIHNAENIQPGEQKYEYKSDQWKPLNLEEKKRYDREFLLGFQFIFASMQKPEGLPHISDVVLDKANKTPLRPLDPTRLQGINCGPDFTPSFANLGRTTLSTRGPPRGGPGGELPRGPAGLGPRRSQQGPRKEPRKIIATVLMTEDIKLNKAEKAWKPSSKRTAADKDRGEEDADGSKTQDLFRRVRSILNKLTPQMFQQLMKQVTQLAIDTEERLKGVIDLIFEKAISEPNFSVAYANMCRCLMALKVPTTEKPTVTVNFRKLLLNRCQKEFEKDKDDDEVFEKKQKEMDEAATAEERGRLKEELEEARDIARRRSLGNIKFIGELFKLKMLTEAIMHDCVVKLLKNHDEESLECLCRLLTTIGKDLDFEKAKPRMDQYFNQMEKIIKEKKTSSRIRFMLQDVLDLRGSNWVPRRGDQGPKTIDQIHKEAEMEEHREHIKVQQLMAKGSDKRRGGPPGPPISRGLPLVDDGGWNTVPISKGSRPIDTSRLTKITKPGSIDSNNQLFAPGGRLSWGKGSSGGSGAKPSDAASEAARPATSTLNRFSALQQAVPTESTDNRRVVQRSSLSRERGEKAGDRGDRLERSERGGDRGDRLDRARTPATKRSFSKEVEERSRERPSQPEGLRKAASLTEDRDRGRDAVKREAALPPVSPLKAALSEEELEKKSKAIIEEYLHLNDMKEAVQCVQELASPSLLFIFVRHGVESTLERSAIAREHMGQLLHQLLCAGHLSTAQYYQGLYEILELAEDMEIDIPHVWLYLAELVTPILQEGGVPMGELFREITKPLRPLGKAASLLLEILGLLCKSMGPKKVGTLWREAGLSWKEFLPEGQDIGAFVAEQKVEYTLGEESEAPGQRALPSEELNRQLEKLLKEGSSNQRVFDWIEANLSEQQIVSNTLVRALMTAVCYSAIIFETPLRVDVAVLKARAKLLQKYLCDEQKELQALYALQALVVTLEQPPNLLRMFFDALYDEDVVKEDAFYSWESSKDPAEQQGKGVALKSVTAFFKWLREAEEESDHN
NPY-Y1 PAM-ag: potentiators or agonists of human neuropeptide Y receptor Y1; P25929; NPY-Y1 expressing cells, potentiator/agonist activation; activation, % at 3.6 µM; actives 0.37% (n = 220,000); AID 1304; in the data active means activation above about 33%, passing the limit was not always enough;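 further: cells stimulated with NPY at EC10 then isoproterenol at EC100; 0% = low agonist plus stimulus and 100% = saturating agonist plus stimulus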
* = called active by the depositor; x = no result given; & = joins results of further samples; [ ] = another dose, or the depositor's remark. Not all compounds are listed; count on the stated rates, not on these rows.

SMILES	S1P4 agonist	EP2 modulator	p97 inhibitor	NPY-Y2 PAM-ag	NPY Y1 blocker	EP2 antag	S1P4 antagonist	eIF4E-4G inh	NPY-Y1 PAM-ag
Cc1cc(C)c2c(N)c(-c3nc4ccccc4[nH]3)sc2n1	1.7	-13	9	-18	2	4	5	2	6
C=CCNC(=O)c1c(Cl)nc(C)c([N+](=O)[O-])c1C	-2.0	16	-8	-2	-5	4	0	4	-21
CN1/C(=C\C=C2/SC(=S)N(CC(=O)O)C2=O)C(C)(C)c2ccccc21	1.0	-17	-2	-1	11	6	-1	1	-8
CCOC(=O)C(=O)N(CC)C1CCS(=O)(=O)C1 (stereo unspecified)	-0.4	-17	0	12	x	3	-13	5	12
NC(=O)C1(NC(=O)[C@@H]2CC3(CC(c4cccc(NC(=O)[C@@H]5CCC(=O)N5)c4)=NO3)CN2C(=O)Cc2ccc(C(F)(F)F)cc2)CC1 (stereo partly specified)	-2.4	4	0	-8	5	5	0	18	-1
CC(C)(CSc1nncn1N)NS(=O)(=O)c1ccc(Cl)cc1	2.7	1	1	-4	0	9	3	-7	-13
CC(=O)c1c(C)oc2ccc(N(C(=O)c3ccncc3)S(=O)(=O)c3ccccc3)cc12	4.1	-13	-5	-1	-5	7	-12	-2	-11
Cc1nnc(-c2cnn(C)c2N)n1Cc1cccc(Cl)c1	0.7	-11	9	15	12	15	6	11	-2
OCCN1CCN(CC(O)COc2ccc(Cl)cc2)CC1 (stereo unspecified)	-1.3	-2	3	14	10	-14	-4	1	-13
Cc1cc(C(=O)CSC(C)c2nc3ccccc3c(=O)[nH]2)c(C)n1C (stereo unspecified)	0.1	18	-4	-1	1	x	-12	0	4
CCN(CC)C(=S)Nc1ccc(OC)cc1	1.7	9	1	-10	2	1	-12	1	-6
COc1cc(C=O)ccc1OCCSc1ccc(C)cc1	-0.5	11	-1	-19	3	5	-4	4	20

Among those listed so far, two have two or more sulfur atoms:
SMILES	S1P4 agonist	EP2 modulator	p97 inhibitor	NPY-Y2 PAM-ag	NPY Y1 blocker	EP2 antag	S1P4 antagonist	eIF4E-4G inh	NPY-Y1 PAM-ag
CN1/C(=C\C=C2/SC(=S)N(CC(=O)O)C2=O)C(C)(C)c2ccccc21	1.0	-17	-2	-1	11	6	-1	1	-8
CC(C)(CSc1nncn1N)NS(=O)(=O)c1ccc(Cl)cc1	2.7	1	1	-4	0	9	3	-7	-13

(further entries)
SMILES	S1P4 agonist	EP2 modulator	p97 inhibitor	NPY-Y2 PAM-ag	NPY Y1 blocker	EP2 antag	S1P4 antagonist	eIF4E-4G inh	NPY-Y1 PAM-ag
CCCn1c2ccccc2c2nnc(SCC(=O)Nc3ncccn3)nc21	0.3	5	7	7	2	9	-1	2	-39
CC(C)CSc1oc(-c2ccco2)nc1S(=O)(=O)c1ccccc1	-1.4	13	-1	-7	x	4	22	-3	-4
FC(F)(F)c1cnc2c(-c3ccccc3)n[nH]c2c1	0.6	-13	4	14	0	6	-9	2	14
CCCCn1c(-c2csc(CCC)c2)n[nH]c1=S	1.2	59	0	-16	6	15	-15	0	-8
NS(=O)(=O)c1ccc(NC(=S)NC2CCCCC2)cc1	2.5	-31	-2	3	1	5	-10	-2	0
O=C(NCc1ccncc1)C1CCCCC1	-2.0	24	10	9	-6	4	7	2	0
O=C(Cn1nnc2ccccc2c1=O)N[C@@H](Cc1ccccc1)C(=O)O	1.1	-5	0	-3	x	6	8	-2	-7
Cc1cccn2c(=O)c3cc(C#N)c(=N)n(CC4CCCO4)c3nc12 (stereo unspecified)	2.8	x	2	6	5	x	6	x	2
CCOc1ccccc1-c1nc(-c2ccc(NC(=O)Cc3ccc(OC)cc3)cc2)no1	2.6	-4	2	-3	6	28	-10	-43	21
Cc1cccc(NC(=O)C2Cc3ccccc3CN2C(=O)OCc2ccccc2)c1C (stereo unspecified)	0.1	15	-6	-4	10	1	-6	3	-8
Cc1ccc([N+](=O)[O-])cc1N(CC(=O)Nc1ccc(S(=O)(=O)Nc2cccc(C(F)(F)F)c2)cc1)S(C)(=O)=O	1.2	-36	7	45*	-15	6	15	3	25
CCN(CC)CCOC(=O)C1(C2CCCCC2)CCCCC1	2.1	-7&13&14	2	4	14	8&18&13	-8	3	-6
CCOc1cc(C(=S)N2CCOCC2)ccc1OC(=O)/C=C/c1ccc(OC)c(OC)c1	1.6	-21	-2	-11	-1	13	-13	-2	-9
COc1ccc(OC)c(S(=O)(=O)Nc2cccc(F)c2)c1	-0.5	-1	3	1	-1	9	-16	-1[fluorescence artefact?]	-10
Oc1ccc2ccccc2c1C=NCc1cn2ccsc2n1	-1.2	-36	40*	19	2	6	10	-4	-7
COc1ccc(NC(=O)COC(=O)CCNS(=O)(=O)c2ccccc2)cc1OC	0.0	23	2	1	4	2	-12	0	1
Cn1c(=O)c2c(nc(CN3CCN(C(=O)c4ccco4)CC3)n2CCCc2ccccc2)n(C)c1=O	-0.6	-40	0	6	3	x	-8	-8[fluorescence artefact?]	4
Cc1ccccc1-n1c(SCC(=O)NC(N)=O)nc2sc(-c3ccccc3)cc2c1=O	0.4	-4	-1	2	-3	12	-7	-6	-5
O=C(Cc1ccccc1)n1nc(-c2ccco2)nc1SCc1ccccc1	2.0	4	-1	2	6	9	-16	1	-7
CCCc1cc(=O)oc2c(C)c(OCC(=O)c3ccc(N4CCCC4)cc3)ccc12	-0.5	7	3	16	-2	-5	-4	29[fluorescence artefact?]	-2
O=C(CN1CCCC1)Nc1ccc(NC(=O)Nc2ccccc2Cl)cc1	0.4	-16	-5	-8	4	16	-30	11	-6
CCOc1ccc(NC(=S)N(CCN2CCOCC2)Cc2cc3cc4c(cc3[nH]c2=O)OCO4)cc1	0.7	19	0	-4	2	7	-12	1	6
COc1ccc(C)cc1NC(=O)CN1CCN(c2ccc(F)cc2)CC1	-0.1	-17	0	5	-1	12	4	-2	1
COc1ccc(-c2ccc(SCC(=O)c3ccc(F)cc3)nn2)cc1OC	1.2	-36	-2	0	4	8	-8	-1	-31
COc1cc(C2C3=C(CC(C)(C)CC3=O)OC3=C2C(=O)CC(C)(C)C3)cc([N+](=O)[O-])c1O	-0.5	16	0	-24	8	8	-32	2	-4
COc1cc(NC(=O)CSc2nc3c(c(=O)[nH]2)CCCC3)cc(OC)c1OC	0.8	8	2	-2	5	7	-18	-2	6
CN(CC(=O)NCCc1ccccc1)S(=O)(=O)c1cnc[nH]1	0.2	11	-2	-5	-1	7	-24	-4	-30
CN(C)S(=O)(=O)c1ccc(NCC2COc3ccccc3O2)c([N+](=O)[O-])c1 (stereo unspecified)	1.2	-1	5	10	0	1	-8	-5	-10
O=c1oc2cc(Br)ccc2n1CSC1=NCCS1	0.6	20	4	-10	0	14	7	6	-1
COc1ccc(S(=O)(=O)n2nc(-c3ccc(Cl)cc3)cc2N)cc1OC	-1.3	-31	-2	15	1	8	-26	1	12
CSCCC(=O)N1CCCC(CNC(=O)c2ccc(-c3ccccc3)cc2)C1 (stereo unspecified)	1.8	-81	-3	-8	8	7	-8	0	-8
Cn1c(Cc2ccccc2)nnc1SCC(=O)N1CCN(c2ccccc2)CC1	-2.4	13	1	11	0	12	-5	0	-15
O=C(NC(=S)NC1CC1)c1cccnc1	0.9	6	-3	-13	1	4	-1	-3	2
O=C(c1nc2ccccn2c1CN1CCC(Cc2ccccc2)CC1)N1CCCC1	-1.2	-20	2	-17	0	6	-2	-3	-14
O=C(NC(=S)N1CCN(c2c(Cl)cccc2[N+](=O)[O-])CC1)c1cccs1	0.1	19	-2	-5	-4	14	-19	3[fluorescence artefact?]	7
CCCCc1nc2ccccc2c(C(=O)O)c1C	1.9	11	1	-22	4	8	-2	4	-23
CCOC(=O)C1=C(CSc2nncn2C)NC(=O)NC1c1cc(OCC)ccc1OCC (stereo unspecified)	-2.0	-17	-4	-23	6	8	-4	-2	-12
Cc1cccc(N(CC(=O)N2CCN(C)CC2)S(=O)(=O)c2ccccc2)c1	-0.2	6	1	5	3	5	-4	0	-7
CC1CCc2nc(NC(=O)Cc3cccs3)sc2C1 (stereo unspecified)	-3.0	9	0	-10	-7	12	-9	2	-7
O=C(Nc1ccc(-c2ccccc2)cc1)c1ccco1	1.7	9	3	10	-4	6	-7	-1	14
O=C(COC(=O)c1ccc(CNS(=O)(=O)c2ccc(F)c(Cl)c2)cc1)NCC1CCCCC1	-0.9	15	-2	-5	1	6	-8	0	-4
O=C1CC(c2ccccc2Br)c2cc3c(cc2N1)CCC3 (stereo unspecified)	0.7	-76	3	-2	4	7	-9	0	4
CC(CC(=O)Nc1nncs1)c1ccccc1 (stereo unspecified)	-0.9	39	3	-2	9	13	0	4	15
CCCCN(C(=O)CSc1nnc(Nc2ccccc2)s1)c1c(N)n(CCC)c(=O)[nH]c1=O	0.2	2	-8	-2	1	9	-7	0	14
CCOC(=O)c1c[nH]c2c(C(F)(F)F)cccc2c1=O	-1.2	7	6	-3	-3	10	9	2	14
Clc1ccc(-c2nnn(Cc3nc4ccccc4s3)n2)cc1	0.5	-43	1	-22	11	5	-18	2	-38
Cc1nn(C)c(C)c1CNC(=O)Nc1ccc(Cl)cc1	0.3	-14	7	-15	2	13	3	0	-1
O=C(N/N=C\c1cn[nH]c1-c1ccccc1)c1ccc([N+](=O)[O-])cc1	0.7	-38	8	-4	-2	8	0	-3	-26
Cc1ccc(/C=N/n2c(-c3cccnc3)n[nH]c2=S)s1	0.7	6	5	1	-5	5	-25	-1	1
Cc1cccc2c(=O)n3c(nc12)CCCCC3	0.6	-2	1	6	-3	11	-24	2	5
N#Cc1c(C(F)(F)F)cc(-c2ccc(Cl)c(Cl)c2)nc1SCCN1CCOCC1	0.8	36	3	11	6	9	-3	4	-7
O=C(O)c1cccc(C(=O)c2cccc(C(=O)O)c2)c1	41*	31	8	-13	9	4	-8	1	12
CCOC(=O)CSc1cc(CS(=O)(=O)c2ccccc2)nc(-c2ccccc2)n1	-0.3	4	-7	-2	8	9	-1	-1[fluorescence artefact?]	-26
Cc1ccc(SCC(=O)N2CCCC2)cc1	1.0	52	6	12	-6	9	-6	-2	7
N#CC(C(=O)Nc1ccccc1)=C1CCCCC1	-0.1	4	-2	2	0	15	-3	-13[fluorescence artefact?]	-9
NC(=O)CSc1nc(O)cc(=O)n1-c1ccccc1	1.8	10	-3	0	2	3	-8	2	-19
COCCSc1nnc(NC(=O)Cc2ccccc2OC)s1	0.3	-6&3	-1	-16	-1	1&10	-21	-3	-12
CC1C/C(=C/c2cccn2C)C(=O)/C(=C/c2cccn2C)C1 (stereo unspecified)	1.2	34	-3	-7	5	3	14	-3[fluorescence artefact?]	-34
CC1=C(C(=O)N2CCOCC2)C(c2cccc3ccccc23)NC(=S)N1 (stereo unspecified)	0.8	22	5	-4	0	12	-11	4	19
CC(=O)c1sc(NC(=O)COc2c(C)cc(Cl)cc2C)nc1C	-2.3	-27	2	13	9	0	4	-1	18
Cc1cc(C)nc(SCCc2ccncc2)n1	2.3	14&-9	7	1	2	12&8	-17	-10[fluorescence artefact?]	1
CCN(C(=O)COC(=O)c1ccc2c(=O)n3c(nc2c1)CCC3)C1CCS(=O)(=O)C1 (stereo unspecified)	0.9	15	5	14	0	0	-10	11	13
CC(c1ccccc1)C1C(C#N)=C(N)OC2=C1C(=O)CCC2 (stereo unspecified)	1.2	3	4	7	-7	11	6	10	28
